M1 antag: human M1 muscarinic receptor antagonists, primary screen, CHO-K1 cells, Fluo-8 calcium fluorescence, 1536-well. actives 1.3% (n = 360,000). Muscarinic acetylcholine receptor M1 (Homo sapiens), P11229. inhibition, % at 3 µM. CHO-K1 hM1, ACh EC80 antagonist;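 active = percent inhibition above its own plate's cutoff, namely the mean of that plate's compound wells plus 3 SD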;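 note: peak over basal fluorescence ratio during 140 s after agonist addition; 0% = ACh EC80 plus DMSO and 100% = DMSO alone without agonist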
Target sequence (P11229 whole entry, looked up): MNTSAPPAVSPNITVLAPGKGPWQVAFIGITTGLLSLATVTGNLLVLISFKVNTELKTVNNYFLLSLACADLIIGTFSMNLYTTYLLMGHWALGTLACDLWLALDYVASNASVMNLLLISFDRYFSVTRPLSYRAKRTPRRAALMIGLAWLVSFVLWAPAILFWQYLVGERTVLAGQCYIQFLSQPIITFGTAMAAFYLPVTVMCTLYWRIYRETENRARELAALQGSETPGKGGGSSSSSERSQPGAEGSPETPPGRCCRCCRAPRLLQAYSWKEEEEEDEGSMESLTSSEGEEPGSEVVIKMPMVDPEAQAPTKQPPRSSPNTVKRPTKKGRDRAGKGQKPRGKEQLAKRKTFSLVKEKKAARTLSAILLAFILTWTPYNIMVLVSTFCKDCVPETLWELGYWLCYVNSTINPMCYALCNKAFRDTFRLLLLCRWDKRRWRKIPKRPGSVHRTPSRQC
M5 ag: human M5 muscarinic receptor agonists, primary screen, CHO-K1 cells, Fluo-8 calcium fluorescence. CHO-K1 hM5 cells; 0% DMSO wells, 100% maximal acetylcholine response. actives 0.19% (n = 360,000). activation, % at 3 µM. AID 624037, 2012. Muscarinic acetylcholine receptor M5 (Homo sapiens), P08912;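 active = activation above the run's mean over test compounds plus 3 SD, cut at about 23% in these data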;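 note: signal is peak over basal fluorescence ratio across the kinetic read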
M5 antag: human M5 muscarinic receptor antagonists, primary screen, CHO cells, Fluo-8 calcium fluorescence; inhibition, % at 3 µM; Muscarinic acetylcholine receptor M5 (Homo sapiens), P08912; actives 0.59% (n = 360,000); CHO-hM5 cells, ACh EC80;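 active = inhibition above a per-plate cutoff, the mean of that plate's test compounds plus 3 SD, cut at about 27% in these data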;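 note: 0% = acetylcholine EC80 with DMSO and 100% = DMSO without agonist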
M1 PAM: human M1 muscarinic receptor positive allosteric modulators, primary screen, CHO-K1 cells, Fluo-8 calcium fluorescence, 1536-well; CHO-K1 hM1, ACh EC20; 0% = ACh EC20, 100% = maximal ACh; AID 588819, 2011; Muscarinic acetylcholine receptor M1 (Homo sapiens), P11229; actives 0.088% (n = 360,000); activation, % at 3 µM; in the data active = activation above about 19%, passing the limit was not always enough
M4 ag: human M4 muscarinic receptor agonists, primary screen, CHO-K1 cells, Fluo-8 calcium fluorescence | actives 0.14% (n = 360,000) | activation, % at 3 µM | Muscarinic acetylcholine receptor M4 (Homo sapiens), P08173 | CHO-K1 hM4/Gqi5; vehicle 0%, full acetylcholine response 100%;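 active = activation above the run mean over all test wells plus 3 SD, cut at about 32% in these data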;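 note: peak over basal fluorescence ratio per well then scaled between controls; 0% = DMSO wells and 100% = acetylcholine at EC100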
M4 antag: human M4 muscarinic receptor antagonists, primary screen, CHO cells, Fluo-8 calcium fluorescence; inhibition, % at 3 µM; Muscarinic acetylcholine receptor M4 (Homo sapiens), P08173; AID 624125, 2012; CHO-hM4 cells, ACh EC80; actives 0.73% (n = 360,000);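 active = inhibition above its plate's cutoff, the mean inhibition of sample wells plus 3 SD, cut at about 27% in these data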;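 note: 0% = acetylcholine EC80 with DMSO and 100% = DMSO without agonist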
TAAR1 agonist: human TAAR1 agonists, primary screen, Fluo-8 calcium fluorescence, CHO RD-HGA16 cells. actives 0.99% (n = 360,000). activation, % at 3 µM. AID 624467, 2012. Trace amine-associated receptor 1 (Homo sapiens), Q96RJ0. vehicle wells 0%, saturating PEA agonist 100%;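 active = activation above the mean activation of all test compounds in the run plus 3 SD, cut at about 38% in these data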
Target sequence (Q96RJ0 whole entry, looked up): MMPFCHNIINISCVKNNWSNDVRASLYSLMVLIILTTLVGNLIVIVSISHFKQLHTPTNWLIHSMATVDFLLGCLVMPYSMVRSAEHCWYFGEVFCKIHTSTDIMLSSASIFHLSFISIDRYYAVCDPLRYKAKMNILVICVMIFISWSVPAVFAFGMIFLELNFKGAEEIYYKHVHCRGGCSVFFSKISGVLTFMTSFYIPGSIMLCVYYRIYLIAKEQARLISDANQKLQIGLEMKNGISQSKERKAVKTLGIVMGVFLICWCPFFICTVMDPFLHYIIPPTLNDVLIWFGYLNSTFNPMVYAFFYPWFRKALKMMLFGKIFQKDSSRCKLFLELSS
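Assay system: CHO-derived RD-HGA16 cells with stable Gα16 and human TAAR1; timing: 17-24 h seeding, 75 min 37 °C dye, 30 min RT; read-out: % activation from peak over basal fluorescence ratio, DMSO-to-PEA scaled; measured by: kinetic Fluo-8 calcium fluorescence; benchmarks: low control DMSO, high control PEA (EC100); doses: 3 µM single concentration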
CHRM5 PAM: human M5 muscarinic receptor positive allosteric modulators, primary screen, CHO-K1 cells, Fluo-8 calcium fluorescence | actives 0.3% (n = 360,000) | activation, % at 3 µM | AID 624038, 2012 | Muscarinic acetylcholine receptor M5 (Homo sapiens), P08912 | CHO-K1 hM5, ACh EC20 PAM; 0% = ACh EC20, 100% = ACh EC100;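 active = activation above the run cutoff, the mean activation of all test compounds plus 3 SD, cut at about 18% in these data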
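Assay system – human M5 receptor in CHO-K1 cells · Read-out – % activation, ACh-normalized · Technique – Fluo-8 calcium fluorescence · Dosing – single-point, 3 µM nominal · Incubation – Fluo-8 loading 80 min at 37 °C plus 30 min room temperature · Repeats – singlicate, one well per test compound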
M1 ag: human M1 muscarinic receptor agonists, primary screen, Fluo-8 calcium fluorescence, CHO-K1 cells, HTS | CHO-K1 hM1, agonist mode; 0% DMSO, 100% acetylcholine EC100 | activation, % at 3 µM | actives 0.33% (n = 360,000) | AID 588814, 2011;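 active = activation above the run's mean compound activation plus 3 SD, cut at about 16% in these data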;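 note: peak over basal fluorescence ratio within a 140 s kinetic read after compound addition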
Numbers without * were called inactive; . = not tested or not shown. The list is partial; count on the stated rates, not on these rows.

SMILES	M1 antag	M5 ag	M5 antag	M1 PAM	M4 ag	M4 antag	TAAR1 agonist	CHRM5 PAM	M1 ag
COc1ccc(NC(C)=O)cc1NC(C)c1nc2sc(C)c(C)c2c(=O)[nH]1 (centres undefined)	5.8	-3.0	-6.9	-0.9	1.0	-4.3	-0.2	-1.2	-7.9
Cc1ccc(C(=O)N=c2sccn2C)cc1S(=O)(=O)N1CCOCC1	5.8	-0.4	16.2	-3.5	1.2	12.4	2.0	-6.9	-2.5
COc1ccc(OC)c(NC(=O)COC(=O)CN2C(=O)NC3(CCCC3)C2=O)c1	-10.7	1.3	-2.8	8.3	1.2	-0.5	1.6	-0.4	0.6
Cc1nc([N+](=O)[O-])cn1CC(=O)c1ccc(OC(F)(F)F)cc1	3.3	-2.4	9.4	-1.1	1.5	2.7	.	-3.8	-3.6
CCOC(=O)/C(C#N)=C/c1cc(C)n(-c2ccccc2)c1C	8.2	-4.4	0.6	-0.4	-0.6	14.4	-0.9	-6.8	-5.0
Cc1cc(NC(=O)/C(C#N)=C/c2ccc(-c3cccc(C(F)(F)F)c3)o2)n(-c2ccccc2)n1	0.2	-1.4	1.2	1.9	1.6	0.8	1.0	-0.2	-3.4
COc1ccccc1NC(C)=[N+](C)CCNS(=O)(=O)c1ccc(Cl)cc1	-6.7	-6.1	-6.6	4.1	1.8	-2.1	8.3	7.0	-5.1
CCOc1cc(C(=O)N2CCOCC2)ccc1OCc1ccccc1	-40.0	-2.0	1.1	9.8	0.2	-3.9	12.2	-2.9	-0.6
CCN1C[C@@H]2[C@@H]3C(=O)N(Cc4ccccc4)C(=O)[C@@H]3[C@](C)(C(=O)OC)N2C1=NC1CCCCC1	-6.4	0.3	-8.1	6.6	0.4	2.0	1.8	2.1	-8.9
O=C(Nc1nnc(-c2ccccc2)s1)c1ccccc1O	-10.4	-1.7	-2.6	6.0	2.7	-9.1	31.5	0.7	-1.7
COC(=O)C1=C(C)NC2=C(C(=O)CC(C)(C)C2)C1c1cn(Cc2ccc(Br)cc2)nc1-c1ccccc1 (centres undefined)	-34.1	-4.9	-0.4	6.8	1.8	-1.1	.	1.1	-3.9
CNc1ccccc1C(C)(C)c1cn(-c2ccc([N+](=O)[O-])cc2)nn1	-10.9	-2.6	4.5	8.0	0.3	3.6	-3.9	6.1	-4.1
CCC(C)(C)n1nnnc1C(C(C)C)N(Cc1cccnc1)Cc1ccco1 (centres undefined)	3.7	-13.8	6.8	0.6	-0.7	-10.0	10.2	3.8	-7.6
C[C@H](CO)N1C[C@H](C)[C@@H](CN(C)C(=O)Nc2ccc(C(F)(F)F)cc2)Oc2c(NS(=O)(=O)c3ccccc3)cccc2C1=O	-0.7	-3.4	5.2	-2.2	0.8	-10.7	3.6	-4.4	-5.2
CCOc1ncccc1C(=O)OC(C)C(=O)Nc1ccc(Cl)cn1 (centres undefined)	7.1	-1.2	-2.6	-5.8	3.3	-2.5	11.0	-1.2	-1.5
CCC(C)NC(=O)c1ccccc1NC(=O)c1ccc(CSc2ccc(C)cc2)cc1 (centres undefined)	-15.0	3.6	-2.8	9.3	-0.4	2.8	.	8.3	-3.8
CCN(CC)S(=O)(=O)c1ccc(Cl)c(NC(=O)c2ccc(C#N)cc2)c1	0.0	-1.5	6.0	2.1	2.3	2.1	-1.0	-1.2	-2.9
Cc1c(CCNC=O)cc(C)c2c3c(oc12)CCCC3	-3.3	-7.2	15.2	-1.1	-0.8	-3.1	0.6	1.4	-4.3
CCN(CC)S(=O)(=O)c1cc(OC)c(Cl)cc1OC	-1.8	0.5	4.0	7.0	0.3	-1.5	1.8	-4.1	-8.4
CN(CC(=O)NC1CCCCC1)S(=O)(=O)c1ccc(Cl)cc1	-11.5	1.1	-0.3	14.4	1.0	-5.8	11.1	4.4	-2.4
CCc1cc(C(=O)Cc2ccc(F)cc2)c(O)cc1O	1.3	-4.1	8.8	-5.2	2.6	-6.9	5.7	-8.3	-12.0
CCOC(=O)C1(CC2CCCCO2)CCN(Cc2nccn2-c2ccc(OC)cc2)CC1 (centres undefined)	-0.7	-4.1	-3.0	5.5	0.5	5.3	1.3	-3.4	-16.0
Cc1c(C(=O)O)sc2nc(C)n(C)c(=O)c12	0.0	1.2	-0.3	0.5	0.5	-2.2	2.7	1.7	-3.4
CCCC(=O)Nc1c(C)n[nH]c1C	-10.1	-4.3	-4.0	11.0	0.1	-4.1	3.9	-11.9	-0.2
CCC1c2ccc(C)n2CCN1C(=O)Nc1cc(Cl)ccc1OC (centres undefined)	-13.1	0.4	-2.9	10.9	1.8	-5.6	-2.4	4.9	-4.2
COc1cccc(Nc2nnc(SCC(=O)N3CCOCC3)s2)c1	-13.5	2.6	0.1	2.9	4.5	-2.4	5.8	1.7	-2.9
COc1ccc(OCC(=O)Nc2ccccc2-c2ccccc2)cc1	-0.9	-1.7	-8.1	3.8	-0.2	2.1	1.7	-3.7	-4.7
CCc1ccc(N(C(=O)C(F)(F)F)C(C(=O)NC2CCCCC2)c2ccncc2)cc1 (centres undefined)	-9.5	1.8	6.5	0.2	-0.7	14.4	5.4	-2.7	-6.7
CN(N=Nc1nc[nH]c1C(=O)NN)C1CCCCC1	-23.9	-3.4	-9.6	14.0	2.2	-33.1	-0.8	11.8	1.3

Whole records from above. Screens in order: M1 antag, M5 ag, M5 antag, M1 PAM, M4 ag, M4 antag, TAAR1 agonist, CHRM5 PAM, M1 ag
CCc1ccc(N(C(=O)C(F)(F)F)C(C(=O)NC2CCCCC2)c2ccncc2)cc1 (centres undefined) is listed as -9.5, 1.8, 6.5, 0.2, -0.7, 14.4, 5.4, -2.7, -6.7
Cc1ccc(C(=O)N=c2sccn2C)cc1S(=O)(=O)N1CCOCC1 is listed as 5.8, -0.4, 16.2, -3.5, 1.2, 12.4, 2.0, -6.9, -2.5
Cc1nc([N+](=O)[O-])cn1CC(=O)c1ccc(OC(F)(F)F)cc1 is listed as 3.3, -2.4, 9.4, -1.1, 1.5, 2.7, ., -3.8, -3.6

Four entries drawn at random from the list so far:
SMILES	M1 antag	M5 ag	M5 antag	M1 PAM	M4 ag	M4 antag	TAAR1 agonist	CHRM5 PAM	M1 ag
CNc1ccccc1C(C)(C)c1cn(-c2ccc([N+](=O)[O-])cc2)nn1	-10.9	-2.6	4.5	8.0	0.3	3.6	-3.9	6.1	-4.1
CCC1c2ccc(C)n2CCN1C(=O)Nc1cc(Cl)ccc1OC (centres undefined)	-13.1	0.4	-2.9	10.9	1.8	-5.6	-2.4	4.9	-4.2
O=C(Nc1nnc(-c2ccccc2)s1)c1ccccc1O	-10.4	-1.7	-2.6	6.0	2.7	-9.1	31.5	0.7	-1.7
Cc1cc(NC(=O)/C(C#N)=C/c2ccc(-c3cccc(C(F)(F)F)c3)o2)n(-c2ccccc2)n1	0.2	-1.4	1.2	1.9	1.6	0.8	1.0	-0.2	-3.4

High-throughput results: PubChem BioAssay, The Scripps Research Institute Molecular Screening Center
